# Source: PubChem BioAssay
# A3G deaminase = APOBEC3G DNA deaminase inhibitors, primary screen, biochemical, fluorescence, single-stranded DNA substrate, uHTS. AID 493012, 2011. inhibition, % at 20 µM. actives 0.28% (n = 330,000). recombinant A3G, ssDNA deamination FAM/TAMRA fluorescence;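 active = inhibition of at least 40% at 20 µM, with no more than 30% in the related APOBEC3A deaminase screen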;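 note: plate controls were DMSO wells with A3G for no effect and wells lacking A3G enzyme for full effect; some compounds called inactive have numbers as strong as hits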
# Target sequence (Q9HC16 whole entry, looked up): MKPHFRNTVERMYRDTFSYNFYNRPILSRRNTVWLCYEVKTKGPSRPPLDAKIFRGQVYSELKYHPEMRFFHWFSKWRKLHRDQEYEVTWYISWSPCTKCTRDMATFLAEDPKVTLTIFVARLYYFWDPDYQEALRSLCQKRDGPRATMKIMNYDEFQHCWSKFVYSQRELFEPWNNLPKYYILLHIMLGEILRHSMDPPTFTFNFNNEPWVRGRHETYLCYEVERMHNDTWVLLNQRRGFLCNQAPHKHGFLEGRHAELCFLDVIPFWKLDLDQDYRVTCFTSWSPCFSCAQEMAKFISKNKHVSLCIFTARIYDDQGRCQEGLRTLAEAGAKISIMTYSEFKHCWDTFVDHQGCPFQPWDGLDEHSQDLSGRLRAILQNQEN
# APOBEC3A inh = APOBEC3A ssDNA deaminase inhibitors, primary screen, selectivity assay for APOBEC3G inhibitor project, biochemical, FAM/TAMRA oligo cleavage fluorescence; DNA dC->dU-editing enzyme APOBEC-3A (Homo sapiens), P31941; recombinant A3A, FAM/TAMRA ssDNA deamination fluorescence; inhibition, % at 20 µM; actives 0.41% (n = 330,000); AID 493011, 2011;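 active = at least 40% inhibition at 20 µM here, with at most 30% in a related deaminase screen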;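 note: plate controls were A3A with DMSO for no effect and wells lacking A3A enzyme for full effect; some results filed as inactive read as strong as hits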
# hIAP activ = human IAP activators, primary screen, biochemical, luminescence, uHTS | purified human IAP, CDP-Star luminescence, 30 min; active compounds read high; 1 = vehicle-only enzyme, 0 = enzyme-free background | Intestinal-type alkaline phosphatase (Homo sapiens), P09923 | activation factor at 10 µM | actives 0.16% (n = 330,000);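 active = activation factor of the enzyme at least 2-fold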; note: the source names both 10 and 20 µM as test concentration; values of inactives mirror those of a sister screen read the other way
# Target sequence (P09923 whole entry, looked up): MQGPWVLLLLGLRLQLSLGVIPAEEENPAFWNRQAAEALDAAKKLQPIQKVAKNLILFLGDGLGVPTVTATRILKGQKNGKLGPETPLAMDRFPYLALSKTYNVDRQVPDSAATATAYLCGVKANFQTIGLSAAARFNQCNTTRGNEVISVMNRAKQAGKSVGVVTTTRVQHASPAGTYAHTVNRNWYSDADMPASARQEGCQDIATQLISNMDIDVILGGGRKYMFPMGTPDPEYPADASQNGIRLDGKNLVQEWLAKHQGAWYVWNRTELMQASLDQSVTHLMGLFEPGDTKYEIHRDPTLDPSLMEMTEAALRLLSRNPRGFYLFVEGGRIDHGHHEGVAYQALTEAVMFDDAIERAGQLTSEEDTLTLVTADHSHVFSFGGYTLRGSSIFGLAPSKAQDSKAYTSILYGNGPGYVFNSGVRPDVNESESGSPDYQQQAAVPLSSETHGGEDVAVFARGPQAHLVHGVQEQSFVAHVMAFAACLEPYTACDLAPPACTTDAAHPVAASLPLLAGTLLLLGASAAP
# beta cell repl = inducers of MIN6 beta-cell proliferation, primary screen, ATP luminescence, uHTS | MIN6 cells proliferation, ATPlite luminescence, 48 h; cells starved in 0.2% serum; 100% = growth in 10% serum | proliferation, % at 10 µM | actives 0.29% (n = 330,000) | AID 2380, 2010;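 active = compounds whose signal lies at least 3.5 SD above the mean of all wells on their plate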;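 note: 0% = DMSO-treated cells in low-serum medium and 100% = 10% serum control; some compounds called inactive have numbers as strong as hits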
# mIAP block = inhibitors of mouse IAP, primary screen, biochemical, luminescence, uHTS; purified mouse IAP, CDP-Star luminescence, 30 min; actives 0.2% (n = 330,000); AID 2806, 2010; inhibition, % at 10 µM; intestinal alkaline phosphatase [Mus musculus];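 active = inhibition of at least 40% at 10 µM in the primary screen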;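 note: plate controls were DMSO with enzyme for no effect and no enzyme wells for full effect; values of inactives mirror those of a sister screen read the other way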
# NALP3 yeast inh = NALP3 inflammasome inhibitors in reconstituted yeast, primary screen, luminescence, uHTS | Yeast reconstituted NLRP3/ASC/caspase-1, beta-gal luminescence, 24 h | inhibition, % at 10 µM | actives 0.39% (n = 330,000) | AID 2825, 2010;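 active = inhibition of 50% or more; inactive = inhibition below 50%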;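 note: plate controls were induced DMSO wells for no effect and uninduced yeast grown without galactose for full effect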
# mIAP activ = activators of mouse IAP, primary screen, biochemical, luminescence, uHTS; muIAP, CDP-Star luminescence, 30 min; active compounds read high; 1 = vehicle-only enzyme signal, 0 = enzyme-free wells; activation factor at 10 µM; AID 2805, 2010; actives 0.24% (n = 330,000);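 active = activation factor of at least 2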; note: the source names both 10 and 20 µM as test concentration; values of inactives mirror those of a sister screen read the other way
#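 System: Mouse IAP enzyme | Also added: CDP-Star substrate | Dosing: Compounds dispensed in DMSO | Schedule: 30 min enzyme-substrate-compound incubation at room temperature | Technique: Chemiluminescence readout | Control set: DMSO-only wells and no-enzyme negative control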
# SENP1 FRET inh = human SENP1 catalytic domain inhibitors, primary screen, biochemical, FRET, uHTS | recombinant SENP1 catalytic domain, CyPet-SUMO1-YPet FRET cleavage | inhibition, % at 10 µM | actives 0.21% (n = 360,000) | AID 624204, 2012;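 active = inhibition at least 30% at 10 µM, raw YFP signal under a set limit, fluorescence ratio 0.5 to 1.5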;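 note: 0% = enzyme with DMSO and 100% = no enzyme wells; some results filed as inactive read as strong as hits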
#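 Material – human SENP1 catalytic domain · Input – SENP1 enzyme, 20 pM final · Compound dosing – single concentration of 10 µM compound, 0.5% DMSO final · Timing – enzyme reaction for 50 min at room temperature, dark · Measured by – FRET fluorescence in CFP and YFP emission channels · Control set – no-enzyme wells low, DMSO-plus-enzyme wells high control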
# hIAP block = human IAP inhibitors, primary screen, biochemical, luminescence, uHTS; Intestinal-type alkaline phosphatase (Homo sapiens), P09923; purified IAP, CDP-Star luminescence, 30 min; inhibition, % at 10 µM; actives 0.12% (n = 330,000);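 active = inhibition reaching a set limit with compound at 10 µM in the primary screen, cut at about 35% in these data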;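 note: plate controls were DMSO wells with enzyme for no effect and no-enzyme buffer wells for full effect; values of inactives mirror those of a sister screen read the other way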
# Numbers without * were called inactive; . = no result given. Not all compounds are listed; count on the stated rates, not on these rows.
structure	A3G deaminase	APOBEC3A inh	hIAP activ	beta cell repl	mIAP block	NALP3 yeast inh	mIAP activ	SENP1 FRET inh	hIAP block
O=C1CC(C(=O)Nc2ccc(Cl)cc2[N+](=O)[O-])C2(CCCCC2)O1 (configuration not stated)	-4.5	2.6	1.08	0.0	5.0	15.8	0.95	-2.1	-8.0
CCOC(=O)c1c(NC(=O)C2C3C=CC(C3)C2C(=O)O)sc2c1CCCC2 (configuration not stated)	-1.1	1.3	1.09	-2.4	-2.8	18.5	1.03	-0.2	-9.2
Cc1nc(N2CCC(C)CC2)c2c(C)c(C(=O)O)sc2n1	3.0	4.1	0.871	-2.3	-4.7	13.3	1.05	-1.3	12.8
O=[N+]([O-])c1cccnc1Sc1ccc(F)cc1	-9.0	-3.7	0.944	-2.5	-3.7	-2.1	1.04	-0.8	5.6
Cc1cccc(Nc2ncnc3onc(-c4ccc(F)cc4)c23)c1C	-9.2	1.0	1.12	-5.2	8.2	13.6	0.918	0.6	-12.2
Clc1ccccc1OCc1nc(-c2ccncc2)no1	3.2	2.4	0.908	-2.3	1.7	7.1	0.983	-0.7	9.2
COc1cccc(NC(=O)Cc2c(O)c3ccccc3[nH]c2=O)c1	-8.5	-5.5	1.04	-0.4	3.1	-9.5	0.969	-0.4	-4.1
CC(=O)CSc1nnc(-c2ccc(S(=O)(=O)N3CCCC3)cc2)n1C	-0.7	1.0	0.883	6.7	-7.6	20.4	1.08	0.9	11.7
NC(=S)NNc1ccnc2cc(Cl)ccc12	16.9	1.9	0.808	2.3	6.0	17.2	0.94	-5.3	19.2
Cc1cccc(N2CCN(Cc3ccc(Br)o3)CC2)c1C	-10.4	-6.6	1.06	-1.1	-3.4	1.1	1.03	1.6	-5.9
CN(CC(=O)Nc1ccc(Cl)cc1)C(=O)c1cc(-c2cccs2)nn1-c1ccccc1	-7.5	-2.8	0.882	-6.7	-29.6	0.9	1.3	-0.8	11.8
Cc1cc(C)n(CCCN2CCC(C(=O)Nc3cccc(-c4cccc(F)c4)c3)CC2)n1	-1.6	1.9	1	-7.4	-249.7	19.6	3.5*	-0.6	-0.1
O=C(Cn1c(=S)nc2ccccn21)N1CCc2ccccc2C1	-0.3	1.4	0.784	1.0	3.0	2.4	0.97	-4.9	21.6
CCOC(=O)Cc1nc2nc(C)cc(C)n2n1	-8.6	1.1	1.04	-5.2	5.9	3.0	0.941	2.5	-4.0
COc1ccc(-n2c(C)nnc2SCC(=O)Nc2ccccc2F)cc1	-19.0	3.0	0.966	2.6	9.4	18.3	0.906	-0.6	3.4

# The list continues:
structure	A3G deaminase	APOBEC3A inh	hIAP activ	beta cell repl	mIAP block	NALP3 yeast inh	mIAP activ	SENP1 FRET inh	hIAP block
CN(C(=O)CSc1nc(N)c2c3c(sc2n1)CSC(C)(C)C3)c1ccccc1	-2.4	0.4	0.97	-4.1	-2.0	10.4	1.02	-7.6	3.0
Cc1ccc(C)c(Cn2c(O)c(N=NC(=S)Nc3ccccc3F)c3ccccc32)c1	-5.2	0.2	0.88	-2.8	14.7	12.1	0.853	4.1	12.0
COc1ccc(N=C2NC(=O)C(CC(=O)NCCc3ccc(OC)c(OC)c3)S2)cc1 (configuration not stated)	0.5	1.8	0.963	-0.8	-12.1	3.2	1.12	-0.8	3.7
O=C(Cc1c[nH]c2ccccc12)NCc1ccc(Cl)cc1Cl	-4.8	-3.7	1.22	-2.7	-5.1	4.0	1.05	0.7	-21.8
O=C(CNC(=O)c1ccco1)OCN1C(=O)c2ccccc2C1=O	-4.5	-1.2	0.89	-1.7	8.7	8.4	0.913	2.0	11.0
COc1ccccc1C(=O)C1CCCN(Cc2ccc3c(c2)OCCO3)C1 (configuration not stated)	-7.9	0.0	0.864	2.2	-8.1	6.8	1.08	-0.6	13.6
COc1ccc2c(ccc[n+]2CC(=O)c2ccc(C)cc2)c1	0.5	8.9	1.01	-1.3	13.9	17.9	0.861	5.0	-0.8
COC(=O)CNc1nc(C2CC2)nc2c1nnn2Cc1ccccc1Cl	-4.1	-1.0	0.857	-1.2	8.9	7.7	0.911	-0.8	14.3
Cc1ccccc1N1CCN(C2CCCN(C(=O)c3noc4c3CCCC4)C2)CC1 (configuration not stated)	2.3	1.9	1.08	-1.5	4.7	24.3	0.953	1.8	-7.7
CC(C)[C@H]1COCCS(=O)(=O)N1Cc1ccccc1-c1ccc(F)cc1	0.0	1.9	.	.	-10.3	.	1.13	-2.8	.
O=C(NC1CCCCC1)c1ccc(S(=O)(=O)c2ccccc2)cc1	-4.3	-1.2	0.971	0.4	5.2	28.9	0.948	-0.4	2.9
COc1cccc2cc(C(=O)OC3CCN(C)CC3)c(=O)oc12	-6.0	-2.7	0.902	2.9	6.0	9.7	0.94	-20.6	9.8
COCCNC(=O)Cn1cc(C(=O)c2ccco2)c2ccccc21	5.3	8.3	0.888	-2.4	-7.1	-13.4	1.07	1.9	11.2
COC(=O)c1cc(S(=O)(=O)NCC2CCN(Cc3ccc(Cl)cc3)CC2)cn1C	-6.2	-5.5	1.02	-5.0	-12.3	-0.4	1.12	-1.1	-2.2
CC(=O)N/N=C(/c1ccccc1)C(O)c1ccccc1 (configuration not stated)	-0.2	-1.2	1.33	-1.1	4.5	-43.9	0.955	-0.1	-33.1

# Later entries:
structure	A3G deaminase	APOBEC3A inh	hIAP activ	beta cell repl	mIAP block	NALP3 yeast inh	mIAP activ	SENP1 FRET inh	hIAP block
CSc1ccccc1NC(=O)c1ccoc1C	-6.1	0.9	1.21	-2.1	-5.4	0.4	1.05	1.5	-20.5
Cc1ccc(CCNC(=O)C2CCCN(S(=O)(=O)c3c(C)noc3C)C2)cc1 (configuration not stated)	0.3	2.2	1.14	-3.1	8.4	-6.0	0.916	1.8	-14.0
CCCc1cc(=O)n2[nH]c(C)cc2n1	-4.4	-1.9	1.02	0.4	5.9	3.5	0.941	-3.8	-1.6
CC(=O)N[C@H]1C(O)O[C@H](CO)[C@@H](O)[C@@H]1O (some centres not stated)	-0.6	1.1	0.984	-2.5	1.5	11.7	0.985	1.5	1.6
O=C(c1cc(N2C(=O)C3C4CCC(C4)C3C2=O)ccc1Cl)N1CCN(c2ccc(F)cc2)CC1 (configuration not stated)	-3.0	-2.2	0.947	-2.1	-1.3	-8.2	1.01	-0.4	5.3
CC(NC(=O)c1cc(COc2cccc(C(F)(F)F)c2)on1)c1nccs1 (configuration not stated)	-7.8	-2.0	1.29	-2.6	7.6	21.6	0.924	0.9	-28.8
CCN(CC)CCn1c(C)nc2c(sc3nc4c(cc32)COC(C)(C)C4)c1=O	-2.3	-3.0	1.04	1.7	11.2	-9.2	0.888	.	-3.7
CCn1cc(C(=O)OCC(=O)NCc2ccccc2Cl)c(=O)c2ccc(C)nc21	-5.4	4.1	1.12	-0.3	-1.0	-23.9	1.01	0.1	-12.5
Cc1ccc(C(=O)Nc2nnc(-c3cccs3)s2)cc1C	-2.0	0.2	1.1	-3.2	11.0	7.7	0.89	-1.5	-10.4
Cc1cc(C(=O)Nc2ccc(CC(=O)O)cc2)c(C)o1	4.0	4.8	0.962	1.1	2.1	15.8	0.979	0.0	3.8
Cc1ccc(S(=O)(=O)/N=S(/c2ccccc2)C(C)C)cc1 (configuration not stated)	37.2	-1.1	1.03	-0.8	-1.4	14.5	1.01	-0.7	-3.1
O=C(CN1CC(=O)Oc2ccccc21)OCC(=O)c1ccc(Br)cc1	-3.9	-1.2	0.882	-3.0	-12.0	7.1	1.12	1.4	11.8
Cc1cccc(N2CCN(S(=O)(=O)c3ccc4c(c3)CCCN4C(=O)C3CCC3)CC2)c1C	-5.8	-2.5	1.14	-0.8	-0.4	5.0	1	1.2	-13.9
O=C(c1ccco1)c1cn(CC(=O)N2CCCc3ccccc32)c2ccccc12	-2.6	-0.4	1.04	0.1	1.7	-3.2	0.983	-0.2	-3.9
CN(Cc1nc2ccccc2c(=O)[nH]1)C(=O)c1ccc(NC(=O)CSc2nnnn2C)cc1	-6.4	-0.1	0.871	-3.8	0.2	14.5	0.998	-2.1	12.9

# Continued:
structure	A3G deaminase	APOBEC3A inh	hIAP activ	beta cell repl	mIAP block	NALP3 yeast inh	mIAP activ	SENP1 FRET inh	hIAP block
COc1ccc(C(=O)N/C(=C\c2cccc3ccccc23)C(=O)NCCc2c[nH]c3ccccc23)cc1OC	-4.8	-1.8	1.03	0.6	-0.5	17.5	1	-9.2	-2.8
CCOCCCn1c(SCc2nc3ccccc3s2)nc2ccccc2c1=O	-7.5	-0.7	0.948	0.0	10.2	9.4	0.898	-29.3	5.2
CCCCNC(=S)NCCN1CCN(C(=S)NCCCC)CC1	-7.3	-9.5	0.999	-2.4	1.1	11.3	0.989	1.7	0.1
C1=C(C(c2nnnn2C2CCCCC2)N2CCCCC2)COc2ccccc21 (configuration not stated)	-1.0	-0.2	1.11	-2.8	-7.8	-5.7	1.08	0.2	-10.7
CCOC(=O)C1=C(COC(=O)C2CC(=O)N(c3ccc(CC)cc3)C2)NC(=O)NC1C (configuration not stated)	-10.5	-0.8	1.21	1.1	-10.5	0.0	1.1	-0.7	-20.8
CN1CCN(C(=O)C2=C[C@H](c3csc4ccccc34)C[C@H](OCCCCO)O2)CC1	-11.3	-5.4	1.08	-2.5	-9.8	-1.8	1.1	0.5	-8.1
O=C(COc1ccccc1Cl)N1CCN(c2ccccn2)CC1	6.5	41.7*	0.956	-2.5	0.7	8.5	0.993	-1.2	4.4
Nc1ccn(Cc2ccccc2)n1	-3.5	-4.1	0.968	1.6	-6.2	-7.8	1.06	4.9	3.2
CCCCOc1ccc(NC(=O)CCSc2nccn2C)cc1	16.3	41.8*	1.03	0.0	-4.1	12.0	1.04	-0.7	-3.2
COc1cc(C(C)=O)ccc1OCC(O)CN1CCN(c2c(C)cccc2C)CC1 (configuration not stated)	-5.0	-3.9	0.905	-0.1	12.8	19.0	0.872	0.2	9.5
Cc1ccc(Nc2nnc(SCC(=O)Nc3cccc(S(=O)(=O)NC4=NCCCCC4)c3)s2)cc1	-2.3	3.5	1.12	0.0	-24.0	10.2	1.24	2.0	-12.4
CC(=N\Nc1ccc(Cl)cc1)/C(=N/O)C(=O)Nc1ccccc1	-3.1	-2.0	0.831	-3.2	4.2	19.7	0.958	1.6	16.9
